# Source: PubChem
# GCN5L2 inh: qHTS Assay for Inhibitors of GCN5L2 | Histone acetyltransferase KAT2A (Homo sapiens), Q92830 | Potency, µM (titrated, usually from 58.9 µM), for the others: at the top dose activity change, negative = inhibition, actives largely listed as inhibitors | AID 504327, 2011 | 390,000 compounds, 0.21% hits | GCN5L2 HAT assay, ThioGlo1 CoA-SH fluorescence
# Target sequence (Q92830 whole entry, looked up): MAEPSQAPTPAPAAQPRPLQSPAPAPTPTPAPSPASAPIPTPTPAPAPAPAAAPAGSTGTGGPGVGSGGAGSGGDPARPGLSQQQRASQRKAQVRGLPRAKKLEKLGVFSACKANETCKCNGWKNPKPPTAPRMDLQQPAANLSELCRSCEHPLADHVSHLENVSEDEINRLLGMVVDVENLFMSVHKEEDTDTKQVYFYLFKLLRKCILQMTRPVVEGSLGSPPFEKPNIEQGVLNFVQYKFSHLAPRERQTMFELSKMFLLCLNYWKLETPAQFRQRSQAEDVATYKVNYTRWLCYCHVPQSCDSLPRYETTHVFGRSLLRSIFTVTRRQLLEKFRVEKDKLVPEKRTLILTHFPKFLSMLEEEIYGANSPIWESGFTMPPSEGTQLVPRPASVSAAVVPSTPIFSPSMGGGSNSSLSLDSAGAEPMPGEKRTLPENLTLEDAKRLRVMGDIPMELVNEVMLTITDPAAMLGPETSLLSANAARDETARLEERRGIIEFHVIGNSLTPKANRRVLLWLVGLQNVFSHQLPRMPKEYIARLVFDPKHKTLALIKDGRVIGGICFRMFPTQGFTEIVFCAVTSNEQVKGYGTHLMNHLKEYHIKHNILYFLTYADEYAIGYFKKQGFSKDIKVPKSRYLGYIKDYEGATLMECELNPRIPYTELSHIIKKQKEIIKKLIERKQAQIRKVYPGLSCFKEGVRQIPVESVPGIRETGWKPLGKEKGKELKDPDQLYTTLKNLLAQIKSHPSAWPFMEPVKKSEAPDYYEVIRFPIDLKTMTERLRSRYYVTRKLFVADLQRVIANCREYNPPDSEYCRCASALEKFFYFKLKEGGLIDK
#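 qHTS, 1536-well. 20nM enzyme, pH 7.5 HEPES/EDTA/Tween-20 buffer; 15 min compound preinc., RT. Start: 75uM H3(1-25), 70uM AcCoA, 50uM ThioGlo1. Read Ex340/Em540 at t=0 (autofluorescence flag) and t=20 min.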
# DT40 TDP1 CPT: qHTS for Inhibitors of human tyrosyl-DNA phosphodiesterase 1 (TDP1): qHTS in cells in presence of CPT; Potency, µM (highest dose often 46.2 µM), for inactives: top-dose activity change, negative = growth inhibition, usual class: inhibitors; chicken DT40 Tdp1-/-;hTDP1 cells + 20 nM CPT, ATP luminescence, 48 h; 420,000 compounds, 12% hits; also: nearly all actives have a fitted effect of over 55% in size
#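 Chicken DT40 Tdp1-/- cells complemented with human TDP1, 400 cells/well, exposed to compounds plus 20 nM camptothecin for at least 48 h at 37 C; viability read as ATP content by CellTiter-Glo luminescence.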
# FEN1 inhibitor: qHTS Assay for the Inhibitors of Human Flap endonuclease 1 (FEN1). P39748. Recombinant FEN1 flap cleavage, fluorescence, 15 min. Potency, µM (doses to about 114 µM), for the others: at the highest dose activity change, negative = inhibition, usual class: inhibitors. 390,000 compounds, 0.35% hits; also: nearly all actives have a fitted effect of over 65% in size
#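 Potency values derive from four-parameter Hill fits of normalized qHTS data. The reaction used 10 nM FEN1 preincubated 15 min at room temperature with compound, then 50 nM DNA substrate, read at 0 and 15 min.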
# * hit, by the source's call; ? = inconclusive; nt = not tested or not shown; & = joins results of further samples; [ ] = another dose, or the depositor's remark. Calls follow the shape of the dose curve; as a rule, active = well fitted curve in the direction sought with a large enough effect; inconclusive = small, poorly fitted or top-dose-only effect, or another doubt; inactive = no such curve, though single readings can be large; an effect the other way counts as inactive or inconclusive. % is scaled to controls: 0 for no effect and ±100 for the full control effect; potency is read from the fitted curve at half-maximal effect.
SMILES,GCN5L2 inh,DT40 TDP1 CPT,FEN1 inhibitor
CC(C)N1CCN(CC#Cc2ccccc2)CC1CCO (stereo not given),-1%,-4%,5%
OCCCNc1ncnc2oc(-c3ccccc3)c(-c3ccccc3)c12,?,?,-18%
CCOC(=O)C1CCCN(C(=O)c2cccc(S(=O)(=O)N3CCCC3)c2)C1 (stereo not given),0%,-19%,23%
CN(CC1CCCO1)S(=O)(=O)c1ccc(C(=O)Nc2ccc([N+](=O)[O-])cc2)cc1 (stereo not given),-6%,23µM*,-5%
CCCCN1CCNC1=S,-2%,-11%,13%
Cc1ccc(C)c(OCCn2cc(/C=C(\C#N)C(=O)NCc3cccs3)c3ccccc32)c1,-5%,0%,-20%
COc1ccc2[nH]c(=O)c(CN(C(=O)c3cccc(Cl)c3)c3cccc(C)c3)cc2c1,1%,16µM*,1%
CC(=NC1CCN(Cc2ccccc2)CC1)c1c(O)[nH]c(=O)[nH]c1=O,0%,-5%,-15%
Cc1ccc2cccc(S(=O)(=O)Nc3c(C)n(C)n(-c4ccccc4)c3=O)c2n1,-8%,-8%,0%
CCOc1ccc(N(CC)C(=O)c2cc3c(s2)-c2ccc(Cl)cc2SC3)cc1,-8%,12µM*,-5%
COc1cc2oc3ccccc3c2cc1N(CC(=O)N1CCCCC1)S(=O)(=O)c1ccc(C)cc1,nt,?,-12%
Cc1ccc(C(=O)CSc2nnc(-c3ccco3)n2CC2CCCO2)cc1 (stereo not given),-3%,-14%,-6%
CCOc1ccccc1CNC(=O)CN1C(=O)CCCc2ccccc21,-13%,?,-2%
CCOC(=O)[C@@H]1[C@H]2COc3ccccc3[C@@H]2N2C(=O)N(c3ccccc3)C(=O)[C@]12C,0%,-28%,-5%
CCCCSc1nc(N)c(C#N)c(-c2cccs2)c1C#N,?,?,-6%
O=C1NC(=O)C(CCc2ccccc2)(c2ccccc2)N1 (stereo not given),nt,-13%,-3%
O=C(c1ccccc1)N1CCN(C(=O)c2cc3ccccc3oc2=O)CC1,-1%,4%,-1%
O=C(COC(=O)c1cc(=O)[nH]c2ccccc12)NCc1ccccc1Cl,-12%,1%,10%
COc1ccccc1NC(=O)c1ccc2c(c1)N(CC(=O)NC(C)(C)C)C(=O)C(C)(C)O2,1%,18%,11%
CC(=O)Nc1ccccc1-c1nc2ccccc2n(CC(=O)Nc2cccc(C)c2C)c1=O,-7%,-23%,6%
COc1cccc(C(=O)NCCS(=O)(=O)N(C)C2CCCCC2)c1,-2%,7%,-17%
Cc1cc(C)n2nc(SCC(=O)NC(=O)c3ccc(OC(F)F)cc3)nc2n1,0%,-5%,-4%
Cc1cc(OCC(=O)Nc2ccccn2)c2c(C)c(C)c(=O)oc2c1,-3%,-8%,-24%
CCOc1ccccc1NC(=O)c1ccc2oc(=O)c(S(=O)(=O)c3ccc(F)cc3)cc2c1,-1%,0%,13%
Cc1cc(N2CCN(C(=O)c3ccco3)CC2)n2nc(-c3cccc(F)c3)cc2n1,-10%,?,-15%

# Structural class, those above containing an NH in an aromatic ring.
SMILES,GCN5L2 inh,DT40 TDP1 CPT,FEN1 inhibitor
COc1ccc2[nH]c(=O)c(CN(C(=O)c3cccc(Cl)c3)c3cccc(C)c3)cc2c1,1%,16µM*,1%
CC(=NC1CCN(Cc2ccccc2)CC1)c1c(O)[nH]c(=O)[nH]c1=O,0%,-5%,-15%
O=C(COC(=O)c1cc(=O)[nH]c2ccccc12)NCc1ccccc1Cl,-12%,1%,10%

# (next part)
SMILES,GCN5L2 inh,DT40 TDP1 CPT,FEN1 inhibitor
Cc1cc(O)c2c(c1)C(O)(C1OC(CO)C(O)C(O)C1O)c1cccc(O)c1C2=O (stereo not given),-6%,7%,8%
COc1ccc(C(=O)NCc2ccc3c(c2)CCN3C(=O)c2ccc(C)cc2)cc1,-2%,?,2%
CCOC(=O)c1ccc(COC(=O)c2nonc2N)cc1,-4%,3%,3%
COc1cc(C(=S)N2CCOCC2)cc(OC)c1OC(=O)c1ccc(F)cc1,-7%,?,1%
CCOc1ccc(C(=O)NC(C(=O)NCC2CCCO2)C(C)C)cc1 (stereo not given),4%,0%,-9%
CNCc1ccccc1Sc1ccc(O)c(O)c1,-5%,2.6µM*,?
O=C(CSc1nc(=O)n(CCN2CCOCC2)c2c1CCCC2)Nc1ccc(F)cc1F,-2%,3%,2%
O=C(Nc1ccc(S(=O)(=O)N2CCCCC2)cc1)c1ccco1,-3%,-21%,-7%
NC(=O)CC[C@H](NC(=O)c1ccc(F)cc1)C(=O)OCC(=O)NCc1ccc(F)cc1,0%,?,0%
CCOc1ccc(-c2onc(C(F)(F)F)c2-c2cscn2)c(O)c1,-4%,11µM*,-1%
CC(=O)Nc1ccc(NC(=O)COC(=O)c2cnccn2)cc1,3%,33%[activator],-10%
COc1ccc(NC(=O)CNC(=O)c2sc3ccccc3c2Cl)c(OC)c1,3%,?,-6%
Cc1nn(-c2ccccc2)c(OC(=O)c2ccccc2F)c1S(=O)(=O)c1ccccc1,1%,0%,-17%
O=c1[nH][nH]c(C(F)(F)F)c1C=Nc1cccc(Cl)c1,-5%,9%,7%
Fc1ccccc1N1CCN(c2ncnc3c2nc2n3CCCC2)CC1,-5%,?,-7%
O=C(CC1CCCCC1)NCc1ccco1,0%,17%,-15%
Cc1cc(C)nc(NC(=O)/C=C/c2ccccc2Cl)c1,21%,-5%,-3%
Cc1noc(C)c1C(=O)N1CCCC(C(=O)c2ccc(Cl)cc2)C1 (stereo not given),0%,-18%,5%
O=C(CSc1ccc2ccccc2n1)NC1CC1,-3%,-11%,1%
O=c1[nH]c(CSc2nnc(-c3ccncc3)n2Cc2ccco2)nc2ccccc12,2%,-24%,-3%
CC(=NCCN1CCN(C(=S)Nc2ccccc2)CC1)C1=C(O)CC(C)(C)CC1=O,-3%,-3%,-1%
COc1cc(/C=c2\sc3n(c2=O)CCCN=3)ccc1O,?,-25%,-5%
O=C(NN(C(=O)c1ccccc1)c1cccs1)c1ccccc1,nt,-13%,-2%
COc1cccc(C(=O)NCC(=O)OCc2cc(=O)n3c(C)csc3n2)c1,-7%,-11%,-2%
CC1=C(C(=O)NCc2ccc(Cl)cc2)C2(CCC(C)CC2)OC1=O (stereo not given),-2%&-1%,?,-12%&-13%

# In a second layout: results already given
canonical_smiles	GCN5L2 inh	DT40 TDP1 CPT	FEN1 inhibitor
Cc1cc(N2CCN(C(=O)c3ccco3)CC2)n2nc(-c3cccc(F)c3)cc2n1	-10%	?	-15%
Cc1cc(O)c2c(c1)C(O)(C1OC(CO)C(O)C(O)C1O)c1cccc(O)c1C2=O (stereo not given)	-6%	7%	8%

# Remaining list, next part:
SMILES,GCN5L2 inh,DT40 TDP1 CPT,FEN1 inhibitor
O=C1COc2ccccc2CN1,-8%,-14%,7%
COc1cc(CNc2ccc3[nH]c(=O)[nH]c3c2)cc(Cl)c1OCc1ccc(F)cc1,0%,18µM*,3%
CCOc1cc(/C=N/NC(=O)c2cccnc2)cc(Br)c1OCC(N)=O,-10%,4%,3%
C=CCNC(=S)NNC(=O)c1cccc(Br)c1,-3%,?,5%
COc1ccc(S(=O)(=O)Nc2cc3c4c(oc3c3ccccc23)CC(C)(C)CC4=O)cc1,-14%,?,-13%
CCOc1ccc(S(=O)(=O)NCc2cccn2Cc2cccc(C)c2)cc1,-7%,?,-14%
CCOC(=O)C1=C(C)N(CCCC(=O)O)C(=O)NC1c1ccc(OC)cc1 (stereo not given),0%,-6%,2%
O=C(O)C1CCC(=O)N1Cc1ccc(F)cc1 (stereo not given),0%,-12%,-1%
O=C(/C=C/c1ccc(OC2CSC2)cc1)c1ccc(Cl)cc1,-4%,?,0%
COc1ccc(NS(=O)(=O)c2cccc(C(=O)N/N=C/c3cccs3)c2)cc1,0%,-16%,0%
Cc1ccnc2nc(C(=O)OCCOc3ccc(Cl)cc3)nn12,-4%,5%,2%
O=C(NC1CC2CCCC(C1)N2Cc1ccccc1)c1cccc(Cl)c1 (stereo not given),-3%,-17%,7%
CCCCOc1cccc(C(=O)Nc2sc3c(c2C(=O)OCC)CCCC3)c1,-1%,-3%,-4%
CC(c1ccco1)N(C(=O)C12CC3CC(CC(C3)C1)C2)c1ccccn1 (stereo not given),-7%,21µM*,4%
c1ccc(-c2nnc(CN3CCC4(CC3)OCCO4)o2)cc1,0%,-3%,-2%
CCn1c(CN2CCOCC2)nnc1SCC(=O)Nc1ccc(C)cc1,-15%,-9%,-2%
CCOc1ccc(/C=N/OCC(=O)Nc2ccc(OCc3ccccc3)cc2)cc1OC,-5%,-30%,-3%
O=C(COC(=O)c1cc(Cl)ccc1O)NCCNC(=O)COC(=O)c1cc(Cl)ccc1O,4%,12%,3%
COc1ccc(CC(=O)O/N=C(\N)c2cccc([N+](=O)[O-])c2)cc1,-3%,-17%,-24%
CS(=O)(=O)NNC(=O)C1Cc2c(ccc3ccccc23)O1 (stereo not given),-8%,-12%,14%
CCC(C)(C)NC(=O)C(c1ccc(OC)cc1)N(CC1CCCO1)C(=O)CCC(=O)Nc1cc(C)on1 (stereo not given),-5%,3%,0%
CC1(c2ccccc2)CC(c2ccccc2)=Nc2ccccc2N1 (stereo not given),-5%,2%,-5%
COc1ccc(C(=O)COC(=O)c2ccc(Cl)nc2)cc1OC,1%,6%,-4%
COc1ccccc1NC(=O)COC(=O)CCS(=O)(=O)c1ccc(C)cc1,-3%,-3%,-3%
CC(C)n1c(N2CCN(CC(=O)Nc3ccc4c(c3)OCCO4)CC2)nc2ccccc21,-10%,?,-2%
# (next part)
SMILES,GCN5L2 inh,DT40 TDP1 CPT,FEN1 inhibitor
COc1ccc2c(-c3ccc(OCCN4CCCCC4)cc3)c(-c3ccccc3OC)sc2c1,-7%,-104%,-17%
CC(=O)Nc1ccc(S(=O)(=O)N(C)CC(=O)Nc2ccc(F)c(F)c2F)cc1,-6%,?,-15%
COc1ccc(OCc2n[nH]c(=S)n2N)cc1,?,18µM*,0%
COc1cc(OC)c(NC(=O)C(C)n2nc(-c3ccc(C)c(C)c3)ccc2=O)cc1Cl (stereo not given),-7%,15µM*,-15%
Cc1ccc(O)c(C=Nc2ccc3[nH]ncc3c2)c1,-9%,-13%,6%
O=C(Cn1c(SCC(=O)NC2CCCC2)nnc1-c1ccncc1)Nc1ccc2c(c1)OCO2,-2%,-1%,8%
Cc1ccc(C2=C/C(=C\c3cccnc3)C(=O)O2)cc1,-19%,-2%,3%
O=C(NNC(=S)Nc1ccccc1)c1cccc(Br)c1,-6%,-12%,-5%
NS(=O)(=O)c1ccc(N2N=C(c3ccccc3)CC2c2cccc(Cl)c2)cc1 (stereo not given),-8%,-28%,0%
CC(=O)Nc1nc2c(C)cc(NC(=O)C3CCCCC3)cc2s1,-5%,7%,-2%
COc1ccc(F)cc1S(=O)(=O)N1CCCN(S(=O)(=O)c2cc(F)ccc2OC)CC1,-3%,?,-2%
O=C(c1cccn1-c1nnc(N2CCCCC2)s1)N1CCN(c2ccccc2)CC1,18%,?,15%
CCOc1ccccc1OCC(=O)Nc1nc2ccccc2[nH]1,-3%,-23%,2%
CC(C)n1c(CN2CCN(Cc3ccccc3)CC2)nc2ccccc21,-1%,?,-12%
CCCC(=O)Nc1nc2nc(-c3ccccc3)cc(=O)n2[nH]1,-3%,-16%,-9%
CCN(CC)CCCNC(=O)c1ccc(-c2nc(CN3CCc4ccccc43)c(C)o2)cc1,-5%,nt,-13%
C=CCNC(=O)COC(=O)c1oc2ccccc2c1CSC1CCCCC1,1%,9%,1%
COc1ccc(NS(=O)(=O)c2ccc(NC(=O)c3ccc(CN4CCOCC4)cc3)cc2)cc1,-1%,18µM*,3%
CCCCCn1c(=O)[nH]c2cc(C(=O)NCCCN3CCCCC3)ccc2c1=O,-1%,-14%,5%

# Record cards, as listed above:
# CCCCCn1c(=O)[nH]c2cc(C(=O)NCCCN3CCCCC3)ccc2c1=O is listed with GCN5L2 inh = -1%; DT40 TDP1 CPT = -14%; FEN1 inhibitor = 5%
# NS(=O)(=O)c1ccc(N2N=C(c3ccccc3)CC2c2cccc(Cl)c2)cc1 (stereo not given) is listed with GCN5L2 inh = -8%; DT40 TDP1 CPT = -28%; FEN1 inhibitor = 0%
# CC(C)n1c(CN2CCN(Cc3ccccc3)CC2)nc2ccccc21 is listed with GCN5L2 inh = -1%; DT40 TDP1 CPT = ?; FEN1 inhibitor = -12%

# Only part of the results is shown. The share of hits here may be higher or lower than overall.
